# High-throughput results (PubChem BioAssay)
# 697 NFkB inh: inhibitors of PMA/ionomycin-induced NF-kB reporter, 697 cells, primary screen, B-cell NF-kB inhibitor project, cell-based, luminescence, uHTS. 697 B-cell NF-kB luciferase reporter, 16 h. inhibition, % at 4 µM. 330,000 tested, 0.33% active; in the data active = inhibition above about 35%
# EBI2 block: EBI2 receptor antagonists, beta-arrestin recruitment, primary screen, cell-based, luminescence, 7a,25-OHC stimulation, uHTS; 7a,25-OHC stimulated; inhibition, % at 5 µM; 360,000 tested, 0.81% active; in the data active = inhibition above about 38%;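 note: enzyme fragment complementation signal reports receptor beta-arrestin coupling in cells; 0% = agonist plus DMSO wells and 100% = wells without agonist; some results beyond the cut were filed as inactive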
# Target sequence (P32249 whole entry, looked up, the tested form may be a part): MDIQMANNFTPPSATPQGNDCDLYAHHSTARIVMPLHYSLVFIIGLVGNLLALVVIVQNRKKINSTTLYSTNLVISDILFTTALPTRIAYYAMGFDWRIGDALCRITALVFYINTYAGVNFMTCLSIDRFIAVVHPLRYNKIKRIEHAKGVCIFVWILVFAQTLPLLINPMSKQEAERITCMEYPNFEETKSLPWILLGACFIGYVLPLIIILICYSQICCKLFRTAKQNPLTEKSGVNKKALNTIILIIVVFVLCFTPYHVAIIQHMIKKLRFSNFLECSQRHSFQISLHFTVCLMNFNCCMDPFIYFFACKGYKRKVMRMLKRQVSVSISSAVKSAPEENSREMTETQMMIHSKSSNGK
# Gli-Sufu antag: Gli-Sufu pathway antagonists, primary screen, luciferase luminescence, Sufu-KO-LIGHT cells, uHTS | 340,000 tested, 0.74% active | Sufu-KO-LIGHT fibroblasts, Gli luciferase reporter luminescence | inhibition, % at 5 µM;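 active = inhibition above about 55%, limit read from the data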;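 note: 0% = DMSO-treated cells and 100% = wells with medium but no cells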
# Apaf-1 inh: inhibitors of human Apaf-1 apoptosome, primary screen, biochemical, DEVD-Rh110 fluorescence, uHTS | inhibition, % at 20 µM | reconstituted apoptosome caspase-3 activity | 330,000 tested, 0.71% active | Apoptotic protease-activating factor 1 (Homo sapiens), O14727 | AID 489030, 2010; active = inhibition of at least 40% at 20 µM;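 note: plate controls were DMSO wells for no effect and DEVD-CHO caspase inhibitor wells for full effect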
#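 Material: biochemical Apaf-1 apoptosome reconstitution. Medium: Hepes buffer, pH 7.5. Also added: cytochrome c activation, bis-DEVD rhodamine 110 substrate. Timing: 30 min compound preincubation, 50 min activation, room temperature. Measured by: rhodamine 110 fluorescence at Ex 480/Em 540 nm.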
# CCR6 antag: CCR6 receptor antagonists, primary screen, cell-based, CHO-K1, luminescence, beta-arrestin, uHTS; inhibition, % at 20 µM; 340,000 tested, 0.49% active; C-C chemokine receptor type 6 (Homo sapiens), P51684; CHO-K1 CCR6 PathHunter beta-arrestin, CCL20-stimulated;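 active = compounds whose inhibition of the agonist-driven luminescence signal at 20 µM reaches about 50%, limit read from the data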;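 note: cells stimulated with CCL20 at 14 nM final; plate controls were DMSO with CCL20 for no effect and DMSO without agonist for full effect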
# SENP8 inh: SENP8 protease inhibitors, primary screen, biochemical, luminescence. AID 2540, 2010. inhibition, % at 10 µM. 330,000 tested, 1.2% active. Sentrin-specific protease 8 (Homo sapiens), Q96LD8. purified SENP8, Z-RLRGG-aminoluciferin cleavage
# Target sequence (Q96LD8 whole entry, looked up): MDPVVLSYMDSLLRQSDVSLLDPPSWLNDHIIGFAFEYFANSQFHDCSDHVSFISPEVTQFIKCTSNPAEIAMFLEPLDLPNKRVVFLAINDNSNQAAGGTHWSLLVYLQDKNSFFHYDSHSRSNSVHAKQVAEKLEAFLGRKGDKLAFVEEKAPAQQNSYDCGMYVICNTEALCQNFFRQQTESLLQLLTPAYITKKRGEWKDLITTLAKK
# Jurkat NFkB inh: inhibitors of induced NF-kB luciferase reporter, primary screen, TCR NF-kB activation inhibitor project, cell-based, luminescence, uHTS; Jurkat, PMA/ionomycin-induced NF-kB luciferase reporter; inhibition, % at 4 µM; 330,000 tested, 0.53% active
# UBC13 polyUb: UBC13 polyubiquitin chain formation inhibitors, primary screen, biochemical, TR-FRET, uHTS; inhibition, % at 20 µM; 330,000 tested, 0.47% active; in the data active = inhibition above about 45%, passing the limit was not always enough
# Target sequence (P61088 whole entry, looked up): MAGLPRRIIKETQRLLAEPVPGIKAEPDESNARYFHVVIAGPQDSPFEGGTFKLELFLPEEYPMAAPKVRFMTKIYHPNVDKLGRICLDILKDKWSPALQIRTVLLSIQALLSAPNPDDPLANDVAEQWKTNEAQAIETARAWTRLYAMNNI
# Numbers without * were called inactive; · = no result given. Cut-off read from the data, not from the text of the source, unless noted: active = inhibition above about 50%; inactive = the rest. An excerpt. The share of hits here may be higher or lower than overall.
SMILES,697 NFkB inh,EBI2 block,Gli-Sufu antag,Apaf-1 inh,CCR6 antag,SENP8 inh,Jurkat NFkB inh,UBC13 polyUb
CC(C)OCC(O)CN1CCN(CCN2C(=O)c3cccc4cccc(c34)C2=O)CC1 (centres undefined),13.6,-3.2,19.6,-0.8,10.9,-1.6,-6.6,-10.7
CCC[N+](CC#CCO)(CC#Cc1ccccc1)CCC,14.6,5.3,0.8,-11.9,4.0,3.4,6.1,2.3
O=C1/C(=C\Nc2ccc(OC(F)(F)F)cc2)CCN1c1ncccn1,-70.0,5.6,-29.4,4.4,7.9,-11.9,-63.9,0.6
O=C(Cc1n[nH]c(=O)[nH]c1=O)N/N=C/c1ccccc1,2.8,-9.8,1.7,-30.5,-4.7,1.7,-7.0,-6.1
O=C(NCCC(=O)N(Cc1ccco1)Cc1cccs1)c1ccc([N+](=O)[O-])cc1,-18.5,12.6,5.3,18.4,17.9,-11.6,7.1,-3.9
Cc1cccc(C(=O)Nc2ccc(C(=O)Nc3ccc(O)cc3)cc2)c1,-8.6,-4.2,44.7,-12.6,1.9,-7.4,31.6,4.4
O=C(NC(=S)Nn1cnnc1)c1ccccc1Br,16.1,6.1,4.9,-9.5,5.6,1.3,-5.1,-0.3
CCN(CC)CCCN(C(C)=O)c1nc(-c2cc(OC)ccc2OC)cs1,-7.6,-4.6,10.0,-1.4,-5.3,-4.8,3.3,14.7
COc1ccc(C(=O)NCCCN2CCCC2=O)cc1,-6.7,4.8,-0.4,-4.0,-15.8,7.4,1.6,1.1
O=C(NNS(=O)(=O)c1ccccc1F)c1sccc1-n1cccc1,3.6,2.1,9.0,-4.7,-1.0,-1.3,-27.1,0.7
CCOC(=O)N1CCN(C(=O)CSCC(=O)Nc2nc(-c3ccc4c(c3)OCO4)cs2)CC1,-38.4,-19.6,-38.0,3.5,-9.3,1.8,-30.3,3.8
O=S(=O)(/C=C/c1ccccc1)Oc1ccccc1,-4.3,-35.7,8.4,-11.8,-14.7,-11.5,5.6,16.5
CC1(OC(=O)C2CCCC2)C(=O)C=C2C=C(c3ccsc3)OC=C2C1=O (centres undefined),11.9,-28.4,-17.4,14.5,11.9,2.8,-7.2,-54.2
COc1ccc(NC(=O)CCOc2ccccc2)cc1,-50.9,-3.8,-33.2,5.7,4.0,-20.4,-59.0,-6.6
Cc1ccc(C(=O)N2CCCCC2)cc1S(=O)(=O)N1CCOCC1,-37.3,1.9,-6.6,2.4,-2.1,6.2,-18.8,-4.9
O=C(CC1C(=O)NCCN1Cc1c(F)cccc1Cl)NCCc1ccccn1 (centres undefined),3.1,-16.4,1.3,8.0,3.6,-4.9,-9.2,-7.2
CCc1nc2ccc(C(=O)NCc3ccco3)cc2nc1CC,2.4,-6.9,0.1,15.5,10.3,0.4,6.4,-21.1
Nc1nnc(SCC(=O)Nc2nccs2)s1,13.6,-3.5,-12.8,2.4,-2.3,11.2,8.0,4.0
C#CCOCCOCCOCCNc1nc(N2CCN(C(=O)Cn3cc(CCCCN)nn3)CC2)nc(N2CCN(C(=O)[C@H]([C@@H](C)CC)n3cc(CCCCN)nn3)CC2)n1,16.2,-1.3,4.5,22.7,-7.4,0.0,2.6,39.2
CN(C)/C=N/C(=S)Nc1ccc(Cl)c(Cl)c1,-35.0,10.8,25.5,11.9,5.9,12.9,15.6,18.0
Cc1cccc(-n2ncc3c(NCc4cccnc4)ncnc32)c1,-110.7,9.8,-62.3,10.0,6.0,-1.1,-52.2,-3.7
COc1ccc(C(CNC(=O)CCNS(=O)(=O)c2ccc(C)cc2)N2CCOCC2)cc1 (centres undefined),-3.4,1.9,-2.5,-0.5,7.1,-6.7,-6.4,-3.1
O=C1C=C(NCc2ccc(Cl)c(Cl)c2)C2(CCCCC2)O1,20.5,6.4,9.3,1.5,0.4,-7.9,9.0,16.4
CC(=O)Nc1ccc(NC(=O)[C@@H](NC(=O)c2ccccc2F)C(C)C)cc1,0.2,-2.2,·,-0.6,8.9,-3.4,-6.9,-3.9

# Entries of single compounds, looked up by structure. Order of values: 697 NFkB inh | EBI2 block | Gli-Sufu antag | Apaf-1 inh | CCR6 antag | SENP8 inh | Jurkat NFkB inh | UBC13 polyUb
# CC(=O)Nc1ccc(NC(=O)[C@@H](NC(=O)c2ccccc2F)C(C)C)cc1 in the list: 0.2 | -2.2 | · | -0.6 | 8.9 | -3.4 | -6.9 | -3.9
# COc1ccc(C(CNC(=O)CCNS(=O)(=O)c2ccc(C)cc2)N2CCOCC2)cc1 (centres undefined) in the list: -3.4 | 1.9 | -2.5 | -0.5 | 7.1 | -6.7 | -6.4 | -3.1

# Additional compounds
SMILES,697 NFkB inh,EBI2 block,Gli-Sufu antag,Apaf-1 inh,CCR6 antag,SENP8 inh,Jurkat NFkB inh,UBC13 polyUb
Nn1cnnc1SCC(=O)Nc1ccc2c(c1)OCCO2,-20.6,-7.0,-8.0,-6.7,8.9,-1.1,-3.6,-7.6
CC1(NC(=O)c2cccc(S(=O)(=O)N3CCN(c4ccccc4)CC3)c2)CCS(=O)(=O)C1 (centres undefined),-0.9,3.2,1.1,1.5,8.4,-14.6,-5.6,0.8
COc1cccc(C(=O)Nc2ccc(NC(C)=O)cn2)c1,-30.8,-4.9,-34.2,3.3,2.1,-4.2,-39.5,-7.5
Cc1nnc(NC(=O)c2ccccc2NC(=O)c2ccccc2)s1,-7.3,-8.5,14.9,-1.7,-2.7,-1.0,0.3,3.3
COc1ccccc1C1C2=C(COC2=O)Nc2cc3c(cc21)OCO3 (centres undefined),-25.4,-3.1,50.6,5.6,5.0,-7.7,70.3*,-0.5
CCn1c(COc2c(C)cccc2C)nnc1SCc1nc2ccccc2c(=O)[nH]1,-18.4,11.6,3.1,10.1,0.9,4.3,2.1,-0.1
Cc1c(C(=O)Nc2nc3ccccc3[nH]2)oc2ccccc12,-209.2,8.9,-95.8,2.2,56.3*,37.6,-144.1,1.2
Cc1ccc(CNC(=O)COC(=O)c2ccc(S(=O)(=O)N3CCCC3)cc2)cc1,30.3,3.5,-3.1,13.9,12.6,7.6,2.9,-4.5
CCCc1cc(=O)oc2cc(OCC(=O)NCC3CCC(C(=O)O)CC3)ccc12 (centres undefined),17.1,4.1,2.5,-8.9,5.2,-5.3,12.6,2.8
COC(=O)c1ccc(Cl)c(NC(=O)CN2CCOCC2)c1,8.0,-7.4,-1.0,8.8,-22.1,-3.1,-14.7,4.3
CN(C(=O)COC(=O)c1cccnc1Cl)C1CCCCC1,-11.8,4.5,-10.1,1.5,4.0,-3.8,-4.6,3.1
Nc1nc(Nc2ccccc2F)nc(N2CCOCC2)c1[N+](=O)[O-],2.6,-13.5,3.7,-21.6,8.0,-3.6,-11.6,1.5
CCC/C(=N/NC(=O)c1cccc(Cl)c1)c1ccccc1,10.2,0.4,4.8,6.5,11.3,-1.1,-0.7,12.3
Cc1nn2cc(-c3ccc(Cl)cc3)cnc2c1Cl,-132.7,8.3,-79.3,-2.2,10.9,-9.5,-145.1,-13.6
C=C(c1ccccc1)c1ccc(N(C)C)cc1,-3.7,-10.7,-9.3,1.6,6.0,1.5,-4.2,5.6
COc1ccc(CN2C(=NC(=O)c3ccccc3)SC3CS(=O)(=O)CC32)cc1 (centres undefined),-5.9,7.7,0.7,14.3,18.3,-8.4,-14.2,6.2
Cc1ccc(N2C(S)=C(C#N)C(=O)NC2c2cccs2)cc1 (centres undefined),5.3,-4.9,20.6,-11.0,7.2,5.3,-2.7,-2.1
Cc1cc(C)cc(NC(=O)c2cc(C)nn2C)c1,-50.5,-10.1,-5.7,6.6,-12.3,-5.3,-9.8,-7.6
O=C(CCCN1C(=O)c2cccc3cccc(c23)C1=O)NCCN1CCOCC1,15.4,1.1,6.2,-13.6,7.4,0.8,2.0,9.9
COCc1nnc(NC(=O)c2ccccc2Oc2ccccc2)s1,1.4,-0.7,-19.7,6.0,0.9,2.5,0.2,-10.5
CCN(CC)CCN(C(=O)/C=C/c1cccs1)c1nc2ccc(C)cc2s1,-6.4,-0.4,-2.1,24.1,1.7,-1.1,-0.7,9.1
Cc1cc(NC(=O)CS(=O)(=O)c2ccc(F)cc2)no1,6.6,7.4,3.1,1.1,6.0,0.4,-2.5,0.1
COc1ccc(C(CNC(=O)CSc2ccccc2C)N(C)C)cc1 (centres undefined),-11.3,14.7,19.2,15.8,8.7,-11.7,1.8,4.3
COCCNC(=S)N=Nc1c(O)[nH]c2c(C)cc(C)cc12,13.1,8.8,1.8,-3.6,6.8,-3.6,4.4,87.2*

# 2 neighbouring compounds already listed:
SMILES,697 NFkB inh,EBI2 block,Gli-Sufu antag,Apaf-1 inh,CCR6 antag,SENP8 inh,Jurkat NFkB inh,UBC13 polyUb
COc1ccc(C(CNC(=O)CSc2ccccc2C)N(C)C)cc1 (centres undefined),-11.3,14.7,19.2,15.8,8.7,-11.7,1.8,4.3
COCCNC(=S)N=Nc1c(O)[nH]c2c(C)cc(C)cc12,13.1,8.8,1.8,-3.6,6.8,-3.6,4.4,87.2*

# Next records follow:
SMILES,697 NFkB inh,EBI2 block,Gli-Sufu antag,Apaf-1 inh,CCR6 antag,SENP8 inh,Jurkat NFkB inh,UBC13 polyUb
COc1ccc(C(=O)NCC(=O)OCC(=O)c2ccc3c(c2)NC(=O)CO3)cc1,14.5,5.3,-3.5,-16.1,-5.2,-6.7,13.0,-9.6
O=C(Nc1ccc(F)cc1F)Nc1csc2ccccc12,-30.8,-4.9,3.9,-8.3,-4.2,-8.0,-24.4,13.6
CC1CCN(CCn2c(=S)[nH]c3cc4c(cc3c2=O)OCO4)CC1,-17.3,-6.4,6.8,7.1,4.8,-0.3,-6.6,5.4
COc1ccc(OCC(=O)NC(=S)Nc2ccc3c4c(cccc24)CC3)cc1,10.3,-0.6,3.3,-14.4,5.7,-5.0,-0.6,-15.8
O=C(/C=C/c1cccc([N+](=O)[O-])c1)N1CCN(C(=O)c2ccco2)CC1,5.9,10.8,-3.4,0.1,7.5,-11.4,2.4,-13.8
COc1ccccc1CNC(=O)c1oc2ccc(S(=O)(=O)N3CCOCC3)cc2c1C,-26.9,-7.9,-25.4,12.1,5.8,-1.7,-3.6,-2.5
Oc1ccc(Cl)cc1CNCc1ccc(Cl)cc1,-8.5,-5.0,8.4,6.0,9.6,1.4,1.9,15.5
CCN(CC)CCn1c(C)nc2c(sc3nc4c(cc32)COC(C)(C)C4)c1=O,10.9,·,-7.5,-3.4,5.1,3.9,1.2,9.5
O=S(=O)(c1ccc(F)cc1)N1CCC2(CC1)OCCN2S(=O)(=O)c1cccs1,13.9,12.9,-0.1,11.3,7.5,2.1,6.7,1.4
CN(/N=C/c1cc([N+](=O)[O-])ccc1O)c1ccccc1,-19.2,13.1,-7.8,-4.9,63.6*,-13.5,-5.4,-30.7
COc1ccccc1OCCn1c(CO)nc2ccccc21,-6.3,7.2,-4.2,4.2,-15.9,-7.8,-13.0,-9.0
Cc1ccc(Cl)cc1NC(=O)CSc1nnc(C)n1-c1ccccc1,-3.6,-12.0,3.1,-14.3,8.8,7.1,-1.2,1.3
CC(C)(C)C(=O)NC(=S)NNC(=O)c1ccc(-c2ccccc2)cc1,-161.1,17.6,28.7,7.2,101.9*,-7.6,-19.4,-15.8
O=C(CN1CCN(C(=O)c2cccc(F)c2)CC1)Nc1ccccc1F,-0.8,-12.0,11.4,-2.7,9.5,1.9,-5.7,-3.8
O=C(Nc1ccccc1C(=O)N1CCN(CCO)CC1)c1cccc([N+](=O)[O-])c1,19.0,-3.1,-7.3,0.8,9.0,-3.3,-5.6,-8.8
CC(C)CCOCC(=O)Oc1ccccc1C(=O)O,18.0,-6.1,3.9,-7.8,0.7,-2.0,-3.5,-1.4
CN(Cc1ccccc1)C(=O)Cn1c(=O)oc2cc(S(=O)(=O)N3CCCC3)ccc21,14.1,2.3,8.3,5.9,13.1,-3.6,-5.1,0.4
COc1cc(Cl)c(C)cc1NC(=O)CSC1=NCCS1,11.7,-0.9,-3.7,-0.1,9.3,-1.1,-70.4,3.9
